From PubChem BioAssay
PhoP inhibition: inhibitors of PhoP regulon expression, primary screen, Salmonella Typhimurium, GFP reporter (AID 1863). S. Typhimurium PhoP-regulated promoter GFP reporter, 4 h; higher % means a stronger effect. one-dose inhibition, % at 50 µM; IC50 in µM for titrated hits. 300,000 compounds, 0.16% hits;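 active means inhibition over 29.93%, a cutoff 3 SD above the screen mean, later confirmed by dose response; inconclusive means inhibition over 29.93% but no dose response follow-up; inactive means inhibition at most 29.93% or unconfirmed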;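 further: 0% = low Mg2+ inducing control and 100% = high Mg2+ repressing control; strong numbers were not always called active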
Siah-1 displacement: Siah-1 peptide-binding antagonists, primary screen, biochemical, fluorescence polarization, rhodamine-plectin, uHTS (AID 1817); Siah-1 / rhodamine-plectin peptide fluorescence polarization; higher % means a stronger effect; one-dose displacement, % at 20 µM; IC50 in µM for titrated hits; 290,000 compounds, 0.02% hits;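 active means displacement of at least 50% at 20 µM, with a fluorescence ratio check between 0.3 and a set limit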;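 further: plate controls were Siah plus tracer with DMSO for no effect and tracer alone without Siah for full effect; strong numbers were not always called active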
XIAP displacement: XIAP antagonists, biochemical, IAP family, fluorescence polarization (AID 1018); XIAP BIR domain, fluorescence polarization peptide displacement; higher % means a stronger effect; one-dose displacement, % at 20 µM; IC50 in µM for titrated hits; 200,000 compounds, 0.007% hits; in the data active means displacement above about 50%; further: a part of the inactive calls stands beside numbers as strong as those of hits
TNAP activation fold: human TNAP enzyme activators, primary screen, biochemical, luminescent, no phosphate acceptor, uHTS (AID 1001); purified TNAP, luminescent activation assay, no phosphate acceptor; higher activation fold means a stronger effect; activation fold at 20 µM, or EC50 in µM where a hit was titrated; 200,000 compounds, 0.03% hits; in the data active means activation fold from about 3, or a potency from the dose series; inactive means the rest, 99 in 100 with activation fold below about 1.6; further: many of its hits are not listed in these tables
RSV antiviral HEp-2: RSV antiviral activity via CPE protection, HEp-2 cells, primary 10 µM value included (AID 2391). HEp-2 cells, RSV-induced CPE inhibition; higher % means a stronger effect. 310,000 compounds, 0.13% hits. CPE inhibition, % at 10 µM; hits with a dose series show IC50 in µM; in the data active means a potency from the dose series; inconclusive means CPE inhibition mostly from about 23% at the one dose, without a potency; inactive means the rest, 99 in 100 with CPE inhibition below about 21%; further: strong numbers were not always called active
Myeloid diff 2: promotes myeloid progenitor differentiation | ER-HoxA9 myeloid progenitors, lysozyme-GFP differentiation, flow cytometry | AID 624256 | 360,000 compounds, 1% hits | calls only at 10 µM;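 active means normalized GFP-positive differentiation at or above the plate's own cutoff, the solvent-only control mean plus 3 SD; inconclusive means no clear call, values can overlap the other calls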;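 further: cells exposed to compound for four days before flow analysis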
human PMI inhibition: MPI enzyme activity inhibition – biochemical, fluorescence intensity, coupled assay, primary screen (AID 1209); purified PMI enzyme, coupled fluorescence intensity; higher % means a stronger effect; inhibition, % at 20 µM; hits with a dose series show IC50 in µM; 190,000 compounds, 0.42% hits;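 further: plate controls were DMSO vehicle for no effect and wells lacking substrate for full effect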
PMI inhibition: MPI inhibition at elevated mannose 6-phosphate – biochemical, fluorescence intensity, high mannose 6-phosphate, primary screen (AID 1220); recombinant PMI enzyme, coupled fluorescence intensity; higher % means a stronger effect; inhibition, % at 20 µM, or IC50 in µM where a hit was titrated; 190,000 compounds, 0.66% hits
WT yeast gro inh: growth inhibition of WT yeast, mitochondrial fusion screen. mitochondrial fusion phenotypic screen, WT strain. inhibition, % at 10 µM. 190,000 compounds, 2.1% hits; in the data active means inhibition above about 58%; tested in S. cerevisiae
WT yeast gro inh mutant strain: second read-out of WT yeast gro inh, no call of its own (marks repeat the call); inhibition, %; mitochondrial fusion phenotypic screen, mutant strain inhibition
Myeloid diff 2 GFP+ MAC1+ %: recorded beside Myeloid diff 2, whose call it bears; GFP+ MAC1+ double positive, %; measured here: differentiation confirmed by MAC1 staining
An asterisk follows results filed as active; i = inactive; ? = inconclusive; · = not tested or not shown; + = active, no number. Unless noted, no stated cut-off is given here; in the data, active means inhibition above about 50%; inactive means the rest.

SMILES	PhoP inhibition	Siah-1 displacement	XIAP displacement	TNAP activation fold	RSV antiviral HEp-2	Myeloid diff 2	Myeloid diff 2 GFP+ MAC1+ %	human PMI inhibition	PMI inhibition	WT yeast gro inh	WT yeast gro inh mutant strain
Cc1ccccc1OCCNc1cc(N2CCCCC2)ccc1[N+](=O)[O-]	-0.1%	0.6%	-4.6%	1	22.1%	i	1.3	0.9%	4.0%	15.2	8.6
COc1cc(-c2nnc(SCC(=O)N(Cc3ccccc3)C(C)(C)C)o2)cc(OC)c1OC	-6.0%	6.9%	-1.7%	1	8.0%	+	19.5*	9.9%	21.4%	-4.2	5.9
Cc1cc(NC(=O)CCN2CCN(CCO)CC2)ccc1Br	0.4%	-6.1%	·	·	-0.4%	i	0.8	·	·	·	·
CCCN1CCC(=O)N([C@H](CSc2ccc(Br)cc2)c2ccccc2)CC1	4.6%	-5.8%	·	·	-1.8%	i	1.0	·	·	·	·
O=c1c2ccccc2nc2n1C(CSc1ccc(F)cc1)CN2 (stereo not given)	5.3%	4.5%	-3.3%	0.8	1.4%	i	0.5	-5.0%	-6.7%	-1.0	-2.7
Cn1nc(CC(=O)Nc2ccc3c(c2)CCC3)c2ccccc2c1=O	15.3%	2.5%	-4.0%	1	·	i	1.2	3.0%	1.9%	-1.4	-18.8
COc1cc(/C=N/NC(=O)Cn2cnc3ccccc3c2=O)ccc1O	-10.4%	4.4%	·	·	-0.1%	i	0.5	·	·	·	·
CNC(=S)N1CCN(c2nc(-c3ccc(F)cc3)cs2)CC1	2.1%	-5.0%	·	·	20.2%	i	0.0	·	·	·	·
O=C1/C(=C/c2ccccc2)SC(=S)N1N1C(=O)C2CC2C1=O (stereo not given)	-1.4%	5.2%	-10.3%	1	1.7%	i	0.2	7.0%	2.3%	-26.4	-13.0
COc1ccc(NC(=O)CN(C)C(=O)/C=C/c2ccc(OCc3ccccc3)cc2)cc1	-0.9%	8.8%	·	·	3.8%	i	0.4	·	·	·	·
O=C(CO/N=C/c1ccc(OC(F)F)cc1)NC1CCCCC1	-4.6%	12.3%	-1.1%	1.1	4.5%	i	0.9	2.4%	10.0%	7.4	5.8
COc1cc(N)c(Cl)cc1C(=O)OCC(=O)N1CCCC1	-3.1%	-0.7%	·	·	1.4%	i	0.6	·	·	·	·
COc1ccccc1Nc1ccc(Nc2ccccc2OC)nn1	-2.3%	2.3%	-10.5%	1	3.9%	i	0.3	19.5%	19.8%	0.2	-3.7
Cc1nn(C)c(C)c1/C=C/C(=O)c1ccc(Cl)cc1Cl	4.2%	1.2%	-4.9%	1.1	-1.7%	i	0.4	2.0%	1.8%	17.0	8.6
Cc1ccc(N(C)C(=O)CC(C)S(=O)(=O)c2ccc3c(c2)NC(=O)CO3)cc1 (stereo not given)	-6.2%	3.5%	·	·	0.8%	i	1.2	·	·	·	·
CN(C(=O)/C=C/c1ccccc1)C1CCS(=O)(=O)C1 (stereo not given)	36.5%	-5.1%	-6.4%	1.1	3.3%	i	0.7	-12.6%	-7.8%	8.0	-4.4
O=C(N/N=C/c1ccccc1)c1ccc2c(c1)OCO2	0.9%	-7.3%	·	·	3.5%	i	0.5	·	·	·	·
O=C(Nc1cc(S(=O)(=O)N2CCCCCC2)ccc1OCC(F)(F)F)C1CCC1	7.3%	-7.1%	·	·	3.8%	i	1.7	·	·	·	·
CCOC(=O)N1CCN(C(=O)c2cn(CC)c3cc(N4CCN(C)CC4)c(F)cc3c2=O)CC1	4.9µM*	0.2%	-8.4%	1.1	0.5%	·	·	-15.7%	-6.1%	-11.0	3.6
COc1ccc(-n2c(SCC(=O)NC3CCCCC3)nc3ccsc3c2=O)cc1	-14.1%	4.2%	-4.7%	1.1	2.2%	i	3.3	-0.5%	5.4%	5.5	-1.0
Cc1nc(-c2ccc(NC(=O)c3ccccc3C)cc2)cs1	-4.9%	1.4%	-2.8%	1	6.6%	i	0.5	-3.0%	-3.3%	20.7	21.4
N#CNC(=Nc1ccccc1)SCc1ccc(C(=O)O)cc1	0.1%	2.3%	-0.9%	1.1	0.4%	i	0.4	8.8%	4.2%	-8.4	-18.9
CCN(CC)S(=O)(=O)c1ccc(Oc2ccc(S(=O)(=O)N(CC)CC)cc2)cc1	10.0%	3.9%	-2.0%	1	1.8%	i	1.2	1.8%	-1.6%	-11.1	-6.8
Cc1cc(-c2nnc(SCC(=O)c3ccc(Cl)cc3)o2)no1	-9.0%	-5.4%	-2.5%	1.1	1.3%	i	0.1	-5.9%	-1.4%	-9.4	4.6
COc1cc(/C=C/C(=O)OCC(=O)NC2CCS(=O)(=O)C2)ccc1O (stereo not given)	-6.8%	1.6%	-11.9%	1	0.6%	i	0.5	-4.0%	-9.0%	1.4	-10.3
COc1ccc(N2CCN(C(=O)CSc3nc4c(c(=O)n(C)c(=O)n4C)n3C(C)C)CC2)cc1	11.5%	-2.1%	0.7%	1.1	-0.5%	i	1.6	-6.1%	-1.3%	-0.6	-8.8
CC(=O)Nc1ccc(C(=O)NCC2(N3CCCCC3)CCCCC2)cc1	-3.7%	1.8%	·	·	1.1%	i	0.0	·	·	·	·
O=C(OCc1cnc(Cl)s1)c1ccccc1Cl	5.4%	1.6%	-5.1%	1	0.3%	i	2.0	-9.5%	2.6%	-16.7	-16.5
CC(/C=N/Nc1nc2ccccc2[nH]1)=C\c1ccccc1	4.1%	-8.8%	-14.1%	1.3	8.6%	i	0.0	11.6%	8.8%	89.6*	88.0*
CCOc1ccc(C2=NNC(c3cccs3)=Nc3ccc(OC)cc32)cc1	4.9%	-1.9%	-17.9%	0.9	6.4%	i	1.1	15.2%	21.8%	33.5	0.9
CN(CCOc1ccccc1)CC(=O)Nc1cc([N+](=O)[O-])ccc1Cl	6.3%	21.3%	-3.8%	1	?	i	0.8	-8.9%	-5.0%	1.5	-13.4
Cn1c(=O)c([N+](=O)[O-])c(NCc2ccccc2)c2ccccc21	-10.8%	9.6%	-1.5%	1.1	3.2%	i	0.5	20.8%	23.6%	3.4	27.5
O=C(NCCc1ccccn1)c1cc2ccccc2o1	5.6%	0.8%	·	·	0.8%	i	2.8	·	·	·	·
c1ccc(-n2nnnc2CN2CCOCC2)cc1	-14.8%	2.5%	-10.7%	1	0.0%	i	0.1	14.8%	7.2%	2.3	3.4
Cc1cc(C)c2nc(SC(C)C(=O)NCC(=O)Nc3ccc(F)c(F)c3F)cc(C)c2c1 (stereo not given)	-2.9%	1.5%	-19.9%	1.1	5.4%	i	0.1	-29.3%	-64.5%	8.9	19.1
CCCCNC(=O)C1CCC(CNc2nc(=S)[nH]c3ccccc23)CC1 (stereo not given)	0.1%	21.0%	-6.8%	1.2	5.6%	i	0.4	-11.9%	-7.2%	-8.9	19.7

At a glance, part of the list above.
SMILES	PhoP inhibition	Siah-1 displacement	XIAP displacement	TNAP activation fold	RSV antiviral HEp-2	Myeloid diff 2	Myeloid diff 2 GFP+ MAC1+ %	human PMI inhibition	PMI inhibition	WT yeast gro inh	WT yeast gro inh mutant strain
COc1cc(/C=C/C(=O)OCC(=O)NC2CCS(=O)(=O)C2)ccc1O (stereo not given)	-6.8%	1.6%	-11.9%	1	0.6%	i	0.5	-4.0%	-9.0%	1.4	-10.3
COc1ccc(N2CCN(C(=O)CSc3nc4c(c(=O)n(C)c(=O)n4C)n3C(C)C)CC2)cc1	11.5%	-2.1%	0.7%	1.1	-0.5%	i	1.6	-6.1%	-1.3%	-0.6	-8.8

(next part)
SMILES	PhoP inhibition	Siah-1 displacement	XIAP displacement	TNAP activation fold	RSV antiviral HEp-2	Myeloid diff 2	Myeloid diff 2 GFP+ MAC1+ %	human PMI inhibition	PMI inhibition	WT yeast gro inh	WT yeast gro inh mutant strain
O=S(=O)(c1cnccc1N1CCN(/N=C/c2ccc(Br)cc2)CC1)N1CCCCC1	1.5%	2.3%	-0.7%	1.1	0.4%	i	1.1	15.5%	8.8%	-1.0	-2.2
COc1cccc(NC(=O)c2ccc3c(c2)N(CC(=O)N2CCOCC2)C(=O)C(C)(C)O3)c1	3.1%	6.4%	·	·	1.4%	i	0.5	·	·	·	·
Cc1cccc(N2CCN(C(=O)CCS(=O)(=O)c3ccc(Br)cc3)CC2C)c1 (stereo not given)	7.4%	18.9%	-3.7%	1.1	11.2%	i	0.1	11.8%	9.7%	-2.8	-32.6
O=C(N=c1ccn(-c2nc3ccccc3nc2NS(=O)(=O)c2ccccc2)cc1)c1cccs1	-28.2%	13.0%	-3.1%	1.2	1.7%	i	1.2	9.5%	1.7%	-13.6	-0.6
COc1ccc(N(C(=O)c2ccco2)C(C(=O)NC2CCCC2)c2ccco2)cc1OC (stereo not given)	4.8%	-7.0%	·	·	0.9%	i	0.6	·	·	·	·
Clc1cccc(-c2ccc(/C=N/n3cnnc3)o2)c1	-6.7%	-5.8%	-4.2%	1	-2.4%	i	4.8	-6.3%	-9.7%	17.5	-4.8
CC(C)CCn1c(Br)nc2c1c(=O)n(CC(N)=O)c(=O)n2C	-9.5%	4.6%	-3.4%	1.1	0.8%	i	0.9	-11.9%	1.3%	-9.1	-1.2
O=C1OC(c2ccccc2)=C/C1=C/N1CCOCC1	2.6%	-2.3%	-0.7%	1.1	0.8%	i	8.2	1.7%	1.3%	-8.3	3.6
CC(C)(/C=N/O)/[N+]([O-])=C/c1ccccc1	-7.9%	-0.1%	·	·	1.1%	i	0.3	·	·	·	·

Some of these compounds in order of the human PMI inhibition value, falling.
mol	human PMI inhibition
c1ccc(-n2nnnc2CN2CCOCC2)cc1	14.8%
O=C(N=c1ccn(-c2nc3ccccc3nc2NS(=O)(=O)c2ccccc2)cc1)c1cccs1	9.5%
Cn1nc(CC(=O)Nc2ccc3c(c2)CCC3)c2ccccc2c1=O	3.0%

Entries of single compounds as entered above. Order of screens: PhoP inhibition	Siah-1 displacement	XIAP displacement	TNAP activation fold	RSV antiviral HEp-2	Myeloid diff 2	Myeloid diff 2 GFP+ MAC1+ %	human PMI inhibition	PMI inhibition	WT yeast gro inh	WT yeast gro inh mutant strain
COc1ccc(-n2c(SCC(=O)NC3CCCCC3)nc3ccsc3c2=O)cc1 in the list: -14.1%	4.2%	-4.7%	1.1	2.2%	i	3.3	-0.5%	5.4%	5.5	-1.0
O=C1/C(=C/c2ccccc2)SC(=S)N1N1C(=O)C2CC2C1=O (stereo not given) in the list: -1.4%	5.2%	-10.3%	1	1.7%	i	0.2	7.0%	2.3%	-26.4	-13.0
CCN(CC)S(=O)(=O)c1ccc(Oc2ccc(S(=O)(=O)N(CC)CC)cc2)cc1 in the list: 10.0%	3.9%	-2.0%	1	1.8%	i	1.2	1.8%	-1.6%	-11.1	-6.8
Cc1ccc(N(C)C(=O)CC(C)S(=O)(=O)c2ccc3c(c2)NC(=O)CO3)cc1 (stereo not given) in the list: -6.2%	3.5%	·	·	0.8%	i	1.2	·	·	·	·
